Screening results: PubChem BioAssay, Sanford-Burnham Center for Chemical Genomics
SENP7 inh: SENP7 protease inhibition | Q9BQF6 | recombinant SENP7, Z-RLRGG-aminoluciferin luminescence, 40 min | inhibition, % at 5 µM | actives 1.5% (n = 330,000) | AID 434973;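 active means inhibition above about 50% at the single test dose, limit read from the data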;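 further: plate controls were DMSO with enzyme for no effect and no enzyme buffer wells for full effect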
Target sequence (Q9BQF6 706-1050 limits assumed): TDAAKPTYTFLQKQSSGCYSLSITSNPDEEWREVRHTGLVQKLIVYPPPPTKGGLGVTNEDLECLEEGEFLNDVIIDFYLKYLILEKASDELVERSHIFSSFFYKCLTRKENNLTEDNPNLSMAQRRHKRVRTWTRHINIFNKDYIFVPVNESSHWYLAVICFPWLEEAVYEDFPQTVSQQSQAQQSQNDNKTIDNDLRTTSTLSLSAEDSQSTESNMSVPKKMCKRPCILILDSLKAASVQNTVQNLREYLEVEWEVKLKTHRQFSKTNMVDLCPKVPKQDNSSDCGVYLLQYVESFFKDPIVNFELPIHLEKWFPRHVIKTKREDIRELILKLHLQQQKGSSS
ATG4B inh: ATG4B (human) cysteine protease inhibition | Q9Y4P1 | inhibition, % at 8.33 µM | AID 504462 | ATG4B cleavage of LC3-PLA2, NBD-HPC fluorescence, 1 h | actives 0.51% (n = 340,000); in the data active means inhibition above about 40%
Target sequence (Q9Y4P1 whole entry, looked up): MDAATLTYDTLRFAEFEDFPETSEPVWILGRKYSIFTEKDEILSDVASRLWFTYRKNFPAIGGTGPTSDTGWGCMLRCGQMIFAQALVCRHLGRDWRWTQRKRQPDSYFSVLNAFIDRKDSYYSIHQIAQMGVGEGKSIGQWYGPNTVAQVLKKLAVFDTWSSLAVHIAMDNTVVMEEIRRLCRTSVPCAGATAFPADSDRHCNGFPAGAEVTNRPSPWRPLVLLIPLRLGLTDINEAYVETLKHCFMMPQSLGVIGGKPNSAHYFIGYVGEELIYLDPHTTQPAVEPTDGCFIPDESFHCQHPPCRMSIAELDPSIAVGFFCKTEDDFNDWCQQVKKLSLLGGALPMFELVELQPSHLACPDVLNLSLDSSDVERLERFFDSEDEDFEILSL
SENP8 inh: blocks human SENP8 cleavage of Nedd8 substrate | recombinant SENP8, Nedd8 substrate fluorescence | actives 0.64% (n = 360,000) | inhibition, % at 20 µM; in the data active means inhibition mostly above about 40%, no sharp cut-off; inactive means mostly below about 27%
Target sequence (Q96LD8 whole entry, looked up): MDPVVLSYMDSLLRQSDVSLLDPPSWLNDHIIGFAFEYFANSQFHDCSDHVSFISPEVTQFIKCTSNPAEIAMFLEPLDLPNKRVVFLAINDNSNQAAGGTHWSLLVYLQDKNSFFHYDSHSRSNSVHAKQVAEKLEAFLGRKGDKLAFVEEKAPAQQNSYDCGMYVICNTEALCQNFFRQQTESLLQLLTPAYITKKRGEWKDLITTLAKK
NR3A LBD binder: modulators (binders) of human NR3A ligand-binding domain; NR3A LBD differential scanning fluorimetry, Tm shift; 0% = protein alone, 100% = glycine-bound protein; Tm shift relative to glycine control, % at 25 µM; actives 2.5% (n = 340,000); AID 1259313;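 active means melting temperature shift of at least 10% of the positive control shift, at one fixed dose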
PfGluPho inh: PfG6PD (Plasmodium falciparum) enzyme inhibition; PfGluPho enzyme, NADPH resazurin-diaphorase fluorescence; inhibition, % at 20 µM; AID 504690; actives 0.78% (n = 350,000);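 active means inhibition reaching at least a set limit at 20 µM in the primary screen, cut at about 59% in these data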;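 further: 0% = DMSO wells with substrate and 100% = DMSO wells lacking glucose-6-phosphate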
HKDC1 inh: HKDC1 (human) hexokinase inhibition | Q2TB90 | inhibition, % at 20 µM | actives 0.16% (n = 340,000) | recombinant HKDC1, G6PDH/diaphorase resazurin coupled fluorescence;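 active means inhibition above about 35% when tested at 20 µM, limit read from the data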;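 further: plate controls were DMSO wells with enzyme for no effect and DMSO wells lacking enzyme for full effect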
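Assay system: in-house recombinant HK5 (HKDC1) enzyme. Input: HKDC1 at 5 µg/mL. Medium: Tris pH 8.0 buffer with MgCl2, Tween-20, BSA, BME. Dosing: single 20 µM dose. Schedule: 90 min reaction incubation at room temperature, dark. Signal: resazurin-to-resorufin fluorescence via G6PDH and diaphorase coupling, 525/613 nm. Controls: DMSO-enzyme wells negative, buffer-substituted wells positive.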
SENP6 inh: blocks the human protease SENP6 | Recombinant SENP6 catalytic domain, aminoluciferin luminescence | actives 1.8% (n = 330,000) | Q9GZR1 | inhibition, % at 10 µM;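 active means inhibition above about 50% at the single tested dose, limit read from the data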;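 further: plate controls were DMSO wells with enzyme for no effect and DMSO wells lacking enzyme for full effect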
MPTP inh: inhibitors of mitochondrial permeability transition pore; isolated mouse mitochondria, Ca2+ swelling absorbance, 30 min; inhibition, % at 10 µM; actives 1.4% (n = 360,000); AID 602449;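 active means inhibition of 50% or more, scaled per plate between neutral and stimulator controls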;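 further: 0% = DMSO wells given calcium and 100% = 1 mM EGTA wells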
Active calls of the source: *; / = no result given.

Structure	SENP7 inh	ATG4B inh	SENP8 inh	NR3A LBD binder	PfGluPho inh	HKDC1 inh	SENP6 inh	MPTP inh
COCCN(C(=O)COC(=O)Cc1cccc(OC)c1)c1c(N)n(Cc2ccccc2)c(=O)[nH]c1=O	-1	4	2	0	-1	-4	-9	-0.5
COc1ccc(S(=O)(=O)N2CCN(c3nc(-c4cccnc4)nc4ccccc34)CC2)cc1	-4	-13	-90	-2	19	2	-4	-0.4
COc1cc(CNn2cn[nH]c2=S)cc(Cl)c1OCc1ccc(F)cc1	7	-2	6	-9	35	4	0	-0.3
c1ccc2c(N3CCOCC3)nc(-c3ccncc3)nc2c1	8	-4	-50	1	-4	-1	-23	-0.3
Nc1c(C(=O)CSc2ccccn2)c(=O)[nH]c(=O)n1C1CC1	-2	-2	6	2	6	-6	-26	-2.8
CCOC(=O)C1(CCCc2ccccc2)CCN(CCCn2cccn2)CC1	2	5	11	2	0	-8	11	2.3
CCCn1c(C(C)NC(=O)c2ccccc2)n[nH]c1=S (stereo unspecified)	-4	-4	-1	0	21	-7	-10	4.0
COC(=O)c1ccc(N2CCN(C)CC2)c(NC(=O)COc2ccc(C)cc2)c1	-8	-9	14	-1	2	1	0	0.0
O=[N+]([O-])c1cc(Cl)ccc1N1CCN(c2ccccc2O)CC1	3	33	31	-9	9	-3	-7	0.3
COc1ccc(NS(=O)(=O)c2coc(C(N)=O)c2)cc1Cl	-9	-6	12	-1	-9	-2	5	-1.0
Cc1nc2nc[nH]n2c(=O)c1CCOC(=O)c1c(F)cccc1F	-2	-3	5	0	1	8	-14	-1.4
Cc1ccc(-c2ccc([C@H]3[C@H]4C=CC[C@@H](C)[C@@H]4C(=O)N3Cc3ccccc3)c(F)c2)cc1	-9	-5	-2	13*	1	2	3	0.1
ON=C1c2ccccc2-c2ccc(F)cc21	/	-8	-2	-2	20	4	/	0.1
O=C(COC(=O)c1ccc([N+](=O)[O-])o1)Nc1ccc(N2CCOCC2)cc1	0	-18	25	2	16	2	-2	0.6
Cc1onc(-c2ccccc2)c1C(=O)NCc1ccco1	-3	5	16	0	-5	-8	-6	11
Cc1cc(=O)n2nc(N3CCCC(C(=O)NCCc4ccccc4)C3)sc2n1 (stereo unspecified)	3	-1	26	-1	11	0	3	1.1
O=C(Nc1ccc2nc3n(c(=O)c2c1)CCCCC3)C(=O)N1CCN(c2ccc(F)cc2)CC1	-5	-6	31	-1	3	-1	3	-1.9
Cn1c(=O)c2c(nc(SCCN3CCCCC3)n2Cc2ccc(Cl)cc2)n(C)c1=O	2	-5	23	1	-17	8	-2	-3.0
NC(=O)c1nc(C(=O)N2CCN(c3ccccc3)CC2)c2ccccc2n1	-2	3	7	0	-28	-3	-12	-1.1
CC(C)C(C(=O)Nc1nccs1)c1ccc(Cl)cc1 (stereo unspecified)	3	-6	10	2	6	-9	15	0.0
Cc1cccc(OCC(O)Cn2c(=N)n(CCN3CCCCC3)c3ccccc32)c1 (stereo unspecified)	7	-2	11	0	-7	-8	-18	-1.4
Cc1cc(C)c(Cn2c(=O)n(CCCC(=O)NCc3ccco3)c(=O)c3ccccc32)c(C)c1	-15	0	9	0	-2	6	-4	4.5
Cc1cc(/C=N/n2cnnc2)c(C)n1-c1ccc2ncccc2c1	2	-4	-36	0	8	-1	14	6.1
COc1ccc(S(=O)(=O)N2CCN(C/C=C/c3ccccc3)CC2)cc1F	-7	0	14	0	-14	-1	-19	0.9
C[C@@H](CN1CCC(Cc2ccccc2)CC1)[C@@H](O)c1ccc(O)cc1	1	0	3	-1	4	-8	-6	2.1
O=C1c2ccccc2NC(c2ccc(-c3ccccc3F)o2)N1O (stereo unspecified)	-5	-3	-428	-2	-9	-9	2	0.8
COC(=O)[C@@]12CCCCN1[C@H](c1ccc(-c3cc(C(C)=O)cs3)c(OC)c1)[C@H]1C(=O)N(C)C(=O)[C@H]12	-5	-6	-490	0	13	-2	-9	0.6
CCOc1ccc(N(CC(=O)O)S(=O)(=O)c2ccc(F)cc2)cc1	3	-2	7	-3	-9	-5	-11	1.2
OCC1(CCc2ccccc2)CCN(Cc2cc(Cl)ccc2O)CC1	5	6	5	-3	-5	-1	-13	2.8
Cc1cccc(NC(=O)c2cc(S(=O)(=O)c3ccccc3)ccc2Cl)c1	1	-3	24	-2	7	0	7	1.1
CCOC(=O)c1nnn(CC(=O)N2N=C(c3ccc(Cl)cc3)CC2c2ccc(OC)cc2)c1C(=O)OCC (stereo unspecified)	-5	-5	2	-2	-9	-5	11	-0.1
COc1cc2c(cc1OC)CN(C(=O)CNC(=O)c1ccc(OC(F)F)cc1)CC2	-4	-4	-1	0	2	1	0	0.4
O=C(C[n+]1cc(Br)cc(Br)c1)c1ccc(Cl)cc1	-7	10	13	-5	-3	-3	-7	0.2
CS(=O)(=O)N(CC(=O)Nc1ccc(Cl)c(Cl)c1)C1CCCCC1	11	-1	16	-5	7	4	4	61*
CC(=O)c1cccc(S(=O)(=O)NCC2CCCCC2)c1	-5	3	16	-2	-7	-4	-20	16
COCCOC(=O)c1c(C)oc2ccc(OC(=O)c3cccs3)cc12	-8	-7	0	3	2	-4	2	1.7
CC(=O)NC(CC(=O)NNC(=O)c1cc2ccccc2cc1O)c1ccccc1 (stereo unspecified)	12	-3	-50	-1	6	20	0	0.6
Cn1c(CSCc2ccccc2Cl)nnc1SCC(=O)Nc1nccs1	3	-3	16	6	10	5	-3	2.2
Cc1cccc(-n2cc[nH]c2=S)c1C	-5	-2	15	1	43	-11	-6	0.7
CSc1ccccc1NC(=O)CN(C)C(C)C(=O)Nc1ccc(C#N)cc1 (stereo unspecified)	2	-6	17	-3	-5	-1	2	-1.9
COC(=O)c1ccc(NC(=O)CN2C(=O)CNC2=O)cc1	7	-6	18	3	1	0	12	-2.0
Cc1cc(C)nc(SCC(=O)N/N=C/c2cccn2-c2cccc(C(F)(F)F)c2)n1	-4	-2	9	1	2	1	-6	9.9
CC1CCN(C(=O)c2cc3ccccc3c(=O)o2)CC1	-1	1	6	-8	4	-8	1	0.7
O=S(=O)(Nc1cc2nc3ccccc3nc2n1Cc1ccccc1)c1ccc(Cl)cc1	/	45*	-293	12*	10	-1	/	58*
O=C(NNC(=S)NCC1CCCO1)c1cc(Br)ccc1Cl (stereo unspecified)	3	5	-3	1	-28	-2	10	0.3
COc1ccc(OCc2nnc(SCC(=O)Nc3ccc(C)cc3)o2)cc1	-19	-3	8	-10	-26	-5	-36	1.3
CN1CCN(S(=O)(=O)c2ccc(NC(=S)NC(=O)C3CC3)cc2)CC1	2	-7	25	0	-2	3	-27	-0.4
CC(C)[C@H](NC(=O)OCc1ccccc1)C(=O)OCC(=O)NC1(C#N)CCCC1	-2	9	12	-1	-3	6	-1	0.8
CC(=O)Nc1ccc2nc(-c3ccccc3)cn2c1	1	-5	-386	-2	0	-3	1	-2.5
Cc1nn(C)cc1CNC(=O)C1(C)CC1(Cl)Cl (stereo unspecified)	3	-9	9	-8	3	-13	1	0.8
CCOc1ccc(NCC(=O)N/N=C/C=C/c2ccccc2)cc1	-2	-11	-16	-7	17	-7	-10	3.0
COc1ccccc1-c1nnc2n1N=C(C(C)(C)C)CS2	15	-8	14	-1	-10	-3	-9	2.4
CCOC(=O)c1ccc(S(=O)(=O)NNc2ccc(C(F)(F)F)cn2)cc1	-1	-5	-5	2	33	3	-24	3.0
CC(=O)N1CCN(c2ccc(NC(=O)C(C)Oc3ccc(Cl)cc3Cl)cc2)CC1 (stereo unspecified)	-6	-8	20	-4	6	3	-18	0.4
CC(=O)N1N=C(c2ccc([N+](=O)[O-])cc2)CC1c1ccccc1Cl (stereo unspecified)	10	-2	0	-1	-2	-6	9	0.3
C=CCNC(=O)NS(=O)(=O)c1ccc(C)cc1	-2	9	7	-1	5	5	0	7.6
Cc1ccc(C)c(N2CCN(S(=O)(=O)c3cc4c(cc3Cl)NC(=O)CO4)CC2)c1	0	1	10	-1	-7	-6	-8	2.8
O=S(=O)(c1ccc(N2CCN(c3ccc(F)cc3)CC2)cc1)N1CCCC1	-6	-4	-3	2	-9	-11	-8	-0.6
Cc1cccc2nc(CSc3nnc(N)s3)cn12	15	0	11	0	-10	3	-11	-1.2
CCOC(=O)C1C(C)=CC(=O)CC1c1ccco1 (stereo unspecified)	-1	-6	10	-3	3	-10	14	1.7

Further results
Structure	SENP7 inh	ATG4B inh	SENP8 inh	NR3A LBD binder	PfGluPho inh	HKDC1 inh	SENP6 inh	MPTP inh
CC(NS(=O)(=O)c1ccc([N+](=O)[O-])cc1)C(=O)NN (stereo unspecified)	4	-5	9	-1	-1	-2	-11	-2.7
Cc1ccccc1C(=O)OCCCN=C1NS(=O)(=O)c2ccccc21	-4	3	25	2	-15	1	-16	-2.6
COc1ccc(C(=O)CN2CCN(c3cc(C)nc4ccccc34)CC2)cc1	5	-6	-14	-1	-4	-4	-2	16
CCOC(=O)N1CCN(C(=O)CN(c2ccccc2)S(C)(=O)=O)CC1	1	-9	14	-1	4	-11	-1	-0.8
O=C(c1ccc(OC2CCN(CCc3ccccc3)CC2)cc1)N1CCCC(CO)C1 (stereo unspecified)	2	6	26	-1	-9	-6	-11	0.4
CCOC(=O)N1CCN(c2c(NCCc3ccc(OC)c(OC)c3)c(=O)c2=O)CC1	-1	-8	12	1	11	-4	5	-1.7
COc1ccccc1OCCn1c(CO)nc2ccccc21	-10	1	-119	-1	6	-9	-1	4.0
CC(=O)c1c(OC(=O)c2ccco2)c2ccccc2n1C	0	-2	10	1	10	-23	-19	-4.3
C/C(=N\O)C(=O)NCCCn1ccnc1	-4	-3	14	-4	-1	-5	8	0.6
CN(C)CCC(=O)N1c2ccccc2Sc2ccc(C(F)(F)F)cc21	-4	0	12	0	12	-5	16	-0.4
CCOc1ccccc1NC(=O)c1cc(S(=O)(=O)N2CCOCC2)ccc1C	-6	1	5	-1	-4	-3	-3	-1.0
CC1(c2ccccc2)NC(=S)N2C1NC(=S)N2c1ccccc1 (stereo unspecified)	-1	3	17	-4	8	-2	-2	0.4
O=C(CN1CCOCC1)Nc1ccccc1Sc1ccccc1	7	1	3	-2	11	-5	-9	2.4
O=C(Nc1ccccc1)Nc1ccccc1C(=O)NCc1ccccc1	52*	-17	-400	2	9	5	7	-2.7
CN(CC(=O)Nc1ccc(F)cc1)C(=O)COC(=O)c1ccc(=O)n(Cc2ccccc2)n1	6	-2	4	-2	-1	-8	-4	-0.8
Cc1nc(C(F)(F)F)c(C(=O)N=CN(C)C)s1	2	-10	8	-1	5	-13	-7	-1.5
COc1ccccc1CN1CC(C(=O)NCc2cc(F)ccc2C)CCC1=O (stereo unspecified)	-11	14	11	0	-9	1	-2	-1.0
CCOc1ccc(NC(=O)C2CCC(C)(C(=O)O)C2(C)C)cc1 (stereo unspecified)	-1	-1	11	1	-28	-3	3	0.1
CCOc1ccc(NC(=O)C2CCCN2C(=O)Oc2ccccc2)cc1 (stereo unspecified)	6	-5	9	0	-13	-5	20	-1.5

Arranged by length of the SMILES (ascending): part of the list above.
Structure	SENP7 inh	ATG4B inh	SENP8 inh	NR3A LBD binder	PfGluPho inh	HKDC1 inh	SENP6 inh	MPTP inh
Cc1cccc2nc(CSc3nnc(N)s3)cn12	15	0	11	0	-10	3	-11	-1.2
CCOc1ccccc1NC(=O)c1cc(S(=O)(=O)N2CCOCC2)ccc1C	-6	1	5	-1	-4	-3	-3	-1.0
Cc1ccc(-c2ccc([C@H]3[C@H]4C=CC[C@@H](C)[C@@H]4C(=O)N3Cc3ccccc3)c(F)c2)cc1	-9	-5	-2	13*	1	2	3	0.1

Compounds as they come. About 6.9% of those tested had a hit in this group.
